Screening results deposited in PubChem BioAssay by several laboratories.
ABHD5 PLIN5 PPI: ABHD5-PLIN5 interaction inhibitors, primary screen, cell lysate, split luciferase complementation, luminescence; actives 0.78% (n = 360,000); AID 602281, 2012; Perilipin-5 (Homo sapiens) + 1-acylglycerol-3-phosphate O-acyltransferase ABHD5 (Homo …; Split G. princeps luciferase complementation, 4 h; inhibition, % at 4 µM;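 active means inhibition above the mean inhibition across every tested compound plus 3 SD, cut at about 22% in these data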;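 further: 0% = DMSO only wells and the 100% control is not disclosed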
Target sequence (Q00G26 whole entry, looked up): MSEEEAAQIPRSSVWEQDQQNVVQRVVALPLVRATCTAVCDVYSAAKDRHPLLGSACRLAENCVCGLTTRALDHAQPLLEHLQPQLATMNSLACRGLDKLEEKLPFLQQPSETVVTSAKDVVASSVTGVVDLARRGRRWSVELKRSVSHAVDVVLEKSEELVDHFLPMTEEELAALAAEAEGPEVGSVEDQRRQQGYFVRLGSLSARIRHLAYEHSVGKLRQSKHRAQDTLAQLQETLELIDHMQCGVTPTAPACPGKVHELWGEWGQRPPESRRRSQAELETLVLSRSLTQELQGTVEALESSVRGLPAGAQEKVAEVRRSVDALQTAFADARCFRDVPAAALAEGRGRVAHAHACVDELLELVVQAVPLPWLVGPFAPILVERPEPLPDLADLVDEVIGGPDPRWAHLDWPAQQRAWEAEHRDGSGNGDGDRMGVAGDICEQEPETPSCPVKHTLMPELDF
Target sequence (Q8WTS1 whole entry, looked up): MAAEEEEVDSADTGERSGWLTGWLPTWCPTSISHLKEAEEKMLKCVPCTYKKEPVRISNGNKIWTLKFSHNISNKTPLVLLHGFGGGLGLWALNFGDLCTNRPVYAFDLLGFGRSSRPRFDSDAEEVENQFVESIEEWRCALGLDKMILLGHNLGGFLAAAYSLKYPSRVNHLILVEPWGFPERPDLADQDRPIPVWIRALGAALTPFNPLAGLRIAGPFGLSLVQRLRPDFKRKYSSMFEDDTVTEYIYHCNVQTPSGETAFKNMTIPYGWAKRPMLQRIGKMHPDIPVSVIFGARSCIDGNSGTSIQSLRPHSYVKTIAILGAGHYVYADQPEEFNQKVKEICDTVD
MC4R barr agon: MC4R agonists recruiting beta-arrestin, primary screen, cell-based, luminescence, agonist arm of biased-ligand search; Melanocortin receptor 4 (Homo sapiens), P32245; U2OS MC4R beta-arrestin complementation; percent of melanotan II response, DMSO zero; activation, % at 8.9 µM; actives 0.98% (n = 360,000); AID 540308, 2011;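 active means activation above a per-plate cutoff, the mean activation of sample wells on that plate plus 3 SD, cut at about 8% in these data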
HTR2A ag: mouse Htr2a agonists via beta-arrestin recruitment, primary screen, cell-based, luminescence | CHO-K1 mHTR2A beta-arrestin complementation; percent of 30 µM serotonin response | activation, % at 7.6 µM | actives 0.66% (n = 360,000) | 5-hydroxytryptamine receptor 2A (Mus musculus), P35363;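 active means activation above a run cutoff, the mean activation of all tested compounds plus 3 SD, cut at about 14% in these data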;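 further: 0% = plate median of compound wells and 100% = 30 µM serotonin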
iPSC survival up: enhancers of single-cell hiPSC survival, primary screen, ATPlite luminescence | 100% = ROCK inhibitor wells, 0% = DMSO | survival enhancement, % at 20 µM | actives 0.044% (n = 360,000); in the data active means survival enhancement above about 18%;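 further: cells exposed to compounds for 16 hours before the ATP read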
Exocytosis inh: LAMP-1 surface exposure blockers, TALL-104 cells – cell-based, flow cytometry, MLPCN library, primary screen. inhibition, % at 10 µM. actives 0.66% (n = 360,000). TALL-104 LAMP-1 surface exposure; cells stimulated with thapsigargin and PMA;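 active means inhibition above about 55%, limit read from the data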
aDG glyco act: activators of alpha-DG glycosylation, primary screen, uHTS, Pro5-aDG cells, AlphaScreen; alpha-DG glycosylation AlphaScreen (IIH6); 0% Pro5, 100% B10-LARGE cell signal; actives 0.22% (n = 360,000); AID 624168, 2012; activation, % at 10 µM;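 active means activation of at least 8% versus controls, or a plate z-score of at least 8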;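 further: Pro5 are CHO cells carrying HIG-tagged alpha-DG that lacks glycosylation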
Cardio protect: cardioprotection against H2O2-induced cell death, primary screen, uHTS, H9c2 cells, ATPLite luminescence. AID 588492, 2011. H9c2 cardiomyocytes, H2O2 injury protection, 2 h. actives 0.63% (n = 360,000). protection from H2O2 cell death, % at 20 µM;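 active means compounds giving at least 50% protection of heart cells from peroxide-induced death in the single-dose screen, raw or plate-pattern-corrected value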;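 further: 0% = DMSO wells with peroxide and 100% = DMSO wells without peroxide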
N-glyco inh: increase of ERlucT glycosylation luciferase signal, primary screen, N-linked glycosylation inhibitor project, D54 ERlucT cells, luminescence, set 2 | reporter increase, % at 12.5 µM | actives 0.23% (n = 360,000) | D54 ERlucT glycosylation luciferase reporter, 24 h; percent of 100 nM tunicamycin response;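 active means mean luciferase reporter signal, scaled so untreated is 0 and the glycosylation-blocking control 100, at or above a set limit in every replicate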;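 further: luciferase carries N-glycosylation sites so blocking glycosylation raises the light; 0% = median of neutral control wells and 100% = median of 100 nM tunicamycin wells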
MC4R antag cAMP: MC4R antagonists of cAMP signaling, primary screen, cell-based, TR-FRET, antagonist arm of biased-ligand search; MC4R-expressing cells, MTII-stimulated cAMP, LANCE TR-FRET; actives 0.48% (n = 360,000); Melanocortin receptor 4 (Homo sapiens), P32245; AID 540295, 2011; inhibition, % at 6.5 µM;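 active means inhibition above its plate's cutoff, the mean of tested wells on that plate plus 3 SD, cut at about 29% in these data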;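 further: 0% = Melanotan II alone and 100% = Melanotan II plus saturating MCL0020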
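System: U2OS-MC4R stable cell line; Technique: Eu-cAMP/anti-cAMP TR-FRET, emission 671 nm; Repeats: single well per compound; Also added: Melanotan II; Dosing: one concentration, 6.5 µM nominal; Schedule: 30-min compound, 1-h challenge, 1-h detection, room temperature.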
ABCB6 inh 2: ABCB6 transporter inhibitors, primary screen, K562-ABCB6 cells, flow cytometry, MLPCN library | ATP-binding cassette sub-family B member 6 (Homo sapiens), Q9NP58 | K562-ABCB6 porphyrin accumulation, 1 h; hits give low values | fluorescence ratio to DMSO, % at 10 µM | actives 0.19% (n = 360,000) | AID 602162, 2011;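 active means fluorescence ratio to DMSO below 75%, the collection mean minus 3 SD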;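 further: signal is porphyrin accumulated inside mitochondria; 100% equals median channel fluorescence of DMSO control wells; lower ratio means ABCB6 inhibition with less porphyrin fluorescence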
* marks the source's active call; other numbers are inactive results. Rows were taken by chance; overall some 4.5% were active at least once.

Second line of a record – Exocytosis inh	ABHD5 PLIN5 PPI	iPSC survival up	N-glyco inh	MC4R barr agon	Cardio protect	aDG glyco act	HTR2A ag	MC4R antag cAMP	ABCB6 inh 2
(1) O=C(c1ccc(=O)oc1)N1CCC(C(O)(c2ccccc2)c2ccccc2)CC1
  -5.8	-12.2	-0.5	-1.8	-0.1	5.1	0.1	-2.4	8.9	97.0
(2) CC(=O)c1cccc(NC(=O)COc2cc3oc(=O)c(CC(C)O)c(C)c3cc2Cl)c1 (stereo not drawn)
  4.8	1.2	3.0	-7.3	-2.3	36.3	0.0	4.4	-4.1	99.0
(3) CCOC(=O)C1(Cc2ccccc2Cl)CCN(S(C)(=O)=O)CC1
  -2.0	2.0	-1.5	-3.2	-2.2	2.6	-0.5	8.7	10.2	98.0
(4) C#CCOCCOCCOCCNc1nc(N2CCN(C(=O)CCCCCCCCCCNC(=O)Cn3cc(C[C@@H](C)O)nn3)CC2)nc(N2CCN(C(=O)CCCCCCCCCCNC(=O)[C@@H](CCC(=O)O)n3cc(CCCCCN)nn3)CC2)n1
  6.6	20.4	-0.4	-2.2	0.0	9.0	-0.2	1.6	7.2	99.0
(5) COc1cc(C(C)=O)ccc1COc1ccc(C(=O)O)cc1OC
  0.2	1.4	0.0	4.1	-3.5	5.8	-0.1	2.7	-0.6	94.0
(6) COc1ccc(NC(=O)c2ccc(Cl)c(S(=O)(=O)NCC3CCCO3)c2)c(OC)c1 (stereo not drawn)
  -16.3	2.3	-0.5	2.4	0.5	-0.8	-0.3	4.2	8.6	101.0
(7) O=C(COC(=O)CSc1ccccc1)NNC(=O)c1ccc([N+](=O)[O-])cc1
  -0.4	3.0	-0.4	-1.2	-0.9	0.7	2.4	-4.1	-3.0	92.0
(8) CCOc1ncccc1C(=O)Nc1cccc(-c2nnc3n2CCCCC3)c1
  -8.4	5.3	-0.6	2.7	-2.0	10.9	0.0	0.7	-0.1	95.0
(9) CCCCCc1cc(=O)oc2c(C(CCN3CCCCC3)c3cc(OC)c(OC)c(OC)c3)c(OC)cc(OC)c12 (stereo not drawn)
  6.9	17.7	-2.8	4.1	2.0	-33.8	0.7	-10.4	15.1	99.0
(10) COc1ccc(NS(=O)(=O)c2cc(-c3nnnn3C)ccc2OC)cc1
  -1.8	3.5	-0.6	1.0	-0.3	6.6	0.4	-1.2	15.0	97.0
(11) C=CCN=C1NN=C(c2cc(C)n(CCOC)c2C)CS1
  -16.4	0.9	-1.0	-4.6	0.8	5.8	0.0	-0.2	11.7	102.0
(12) COc1ccc(NC(=S)N2CCN(S(=O)(=O)c3ccc(F)cc3)CC2)cc1OC
  -10.5	-7.1	-0.2	0.7	-2.2	3.2	0.3	0.9	3.8	91.0
(13) Cc1ccc(S(=O)(=O)CCC(=O)N2CCc3ccccc32)cc1
  0.5	2.4	5.3	0.5	-1.6	-4.6	0.1	3.6	15.3	106.0
(14) CCOn1c(=O)c(-c2cccc3ccccc23)[n+]([O-])c2ccccc21
  11.6	2.6	-2.3	-1.0	-0.9	-0.8	-0.3	1.5	-1.2	94.0
(15) Cn1c(SCc2c(Cl)cccc2Cl)nnc1-c1cccs1
  -1.6	1.7	-0.5	3.9	-3.5	2.4	0.1	-0.5	2.4	89.0
(16) Cc1ccc2cc(C3CC(c4ccco4)=NN3C(=O)CCCC(=O)O)c(Cl)nc2c1 (stereo not drawn)
  -5.2	-2.1	-0.6	1.1	-0.5	0.4	0.0	-2.5	5.6	98.0
(17) OC[C@@H]1CN(Cc2ccccc2)C[C@H](n2cnc3c(NCc4ccncc4)ncnc32)O1
  11.0	7.8	-2.1	2.4	4.4	-0.7	0.1	0.7	-0.3	89.0
(18) CC(C)C[C@@H](CSc1ccccc1)N1CCN(C)CCC1=O
  5.4	-4.0	1.0	3.9	-1.9	-0.1	0.1	1.6	3.0	97.0
(19) Cc1oc2ccc(OC(=O)c3cccs3)cc2c1C(=O)OC(C)C
  -4.8	-1.5	-1.2	1.9	1.8	-21.3	0.3	-2.8	2.8	122.0
(20) COC(=O)C1CCN(C(=O)NC2CCCCC2)CC1
  4.1	-1.4	-1.1	2.9	-1.4	1.0	-0.1	0.5	9.9	95.0

3 entries out of the list, arranged by count of non-hydrogen atoms, low to high:
Second line of a record – Exocytosis inh	ABHD5 PLIN5 PPI	iPSC survival up	N-glyco inh	MC4R barr agon	Cardio protect	aDG glyco act	HTR2A ag	MC4R antag cAMP	ABCB6 inh 2
(11) C=CCN=C1NN=C(c2cc(C)n(CCOC)c2C)CS1
  -16.4	0.9	-1.0	-4.6	0.8	5.8	0.0	-0.2	11.7	102.0
(3) CCOC(=O)C1(Cc2ccccc2Cl)CCN(S(C)(=O)=O)CC1
  -2.0	2.0	-1.5	-3.2	-2.2	2.6	-0.5	8.7	10.2	98.0
(6) COc1ccc(NC(=O)c2ccc(Cl)c(S(=O)(=O)NCC3CCCO3)c2)c(OC)c1 (stereo not drawn)
  -16.3	2.3	-0.5	2.4	0.5	-0.8	-0.3	4.2	8.6	101.0

The results go on:
Second line of a record – Exocytosis inh	ABHD5 PLIN5 PPI	iPSC survival up	N-glyco inh	MC4R barr agon	Cardio protect	aDG glyco act	HTR2A ag	MC4R antag cAMP	ABCB6 inh 2
(21) COc1ccc(CCN2C(=NC(C)=O)SC3CS(=O)(=O)CC32)cc1OC (stereo not drawn)
  6.6	-1.6	-0.5	-2.5	1.5	2.4	-0.1	-0.1	-3.0	100.0
(22) COc1ccc(C(=O)Cn2cnc3ccccc3c2=O)c(OC)c1
  -0.3	-4.6	-0.3	-1.0	-2.8	-5.1	0.0	-0.4	9.5	99.0
(23) COc1ccc2c(C)cc(SCC(=O)Nc3cccnc3Cl)nc2c1
  1.3	1.4	-0.8	-1.9	0.5	0.4	0.0	6.0	4.8	105.0
(24) CC(C)[C@H](NC(=O)N1c2ccccc2NC(=O)[C@@H]1C(C)C)C(=O)N[C@@H](C(=O)O)c1ccccc1
  -1.9	2.9	3.6	1.5	0.2	1.8	0.2	-2.7	16.5	98.0
(25) O=C(CCC(=O)Nc1ccccc1Cl)NNC(=O)c1ccco1
  -5.4	1.0	-0.7	2.6	-0.9	5.8	-0.3	3.4	6.7	92.0
(26) O=C(COc1ncnc2ccc(Br)cc12)NCc1ccc2c(c1)OCO2
  1.5	3.4	-1.2	3.2	-1.6	15.0	0.0	1.7	1.8	99.0
(27) O=C(CCC(=O)c1ccc(F)cc1)Nc1cccc(Br)c1
  36.9	-5.1	-0.2	-1.0	2.6	-1.5	0.2	-4.9	1.9	96.0
(28) O=c1c(-c2ccco2)[n+]([O-])c2ccccc2n1OCc1ccccc1
  2.0	1.8	0.0	2.2	1.4	16.9	0.1	2.1	9.9	114.0
(29) Cc1oc(-c2ccccc2F)nc1CS(=O)CC(=O)NCCN1CCCCC1C (stereo not drawn)
  -0.1	-2.7	0.4	0.2	-1.2	-1.8	-0.3	-0.9	1.7	96.0
(30) COc1ccc(N(C(=O)c2snc(C(N)=O)c2N)C(C(=O)NC2CCCC2)c2ccc3ncccc3c2)cc1 (stereo not drawn)
  5.7	-3.8	1.8	-1.7	1.6	14.9	-0.1	-0.7	1.9	94.0
(31) COC(=O)[C@]1(CC(C)C)N[C@H](c2ccc(-c3ccc(F)cc3)c(OC)c2)[C@@H]2C(=O)N(C)C(=O)[C@@H]21
  1.6	-1.1	-2.0	-3.3	2.0	-1.5	-0.1	-1.8	-2.1	96.0
(32) O=C(O)/C(=C\c1c(C(=O)O)[nH]c2cc(Cl)cc(Cl)c12)c1ccccc1
  4.0	2.2	6.0	0.0	0.0	26.2	0.3	4.1	3.8	161.0
(33) Cc1cccc(C)c1NC(=O)c1sc(Cl)nc1C
  -0.5	-0.4	1.2	-0.8	-1.1	0.5	0.0	-0.9	4.0	91.0
(34) O=C(O)c1cccc(COc2cccc3ccccc23)c1
  -2.8	0.6	0.4	-8.4	-0.9	-1.7	0.0	1.2	8.4	96.0
(35) Cc1occc1C(=O)N1CCN(S(=O)(=O)c2ccc(F)cc2)CC1
  -7.1	-4.1	-0.5	0.2	0.4	-3.9	0.1	-8.0	10.9	99.0
(36) CCn1nc(C)cc1C(=O)NC1CCCc2c1cnn2-c1cc(F)cc(F)c1 (stereo not drawn)
  5.2	5.5	-0.5	2.3	-2.4	-3.0	0.6	-4.9	7.7	103.0
(37) O=C(OCC(=O)c1ccccc1Cl)C1=NN(c2ccccc2)C(=O)CC1
  -18.8	4.2	8.6	-0.7	-0.4	5.8	0.0	-3.2	-0.6	101.0
(38) CCOC(=O)C1=C(CCc2ccccc2)NC(=O)NC1c1ccc(Br)cc1 (stereo not drawn)
  -4.2	-16.3	3.4	-2.1	2.7	-4.3	-0.2	-8.0	6.2	98.0
(39) C/C(=N\NC(=O)c1ccccc1F)c1cccc(NC(=O)c2ccccc2)c1
  0.1	-2.8	-0.4	2.4	-3.0	7.9	0.2	-0.7	1.9	91.0
(40) O=C(O)C1CCCCC1C(=O)NC(c1ccccc1)c1ccccc1 (stereo not drawn)
  -1.6	-5.7	0.2	1.6	-1.4	-1.0	0.3	3.0	-6.4	102.0

Among those listed so far, these have a thiophene ring, fused or not:
Second line of a record – Exocytosis inh	ABHD5 PLIN5 PPI	iPSC survival up	N-glyco inh	MC4R barr agon	Cardio protect	aDG glyco act	HTR2A ag	MC4R antag cAMP	ABCB6 inh 2
(15) Cn1c(SCc2c(Cl)cccc2Cl)nnc1-c1cccs1
  -1.6	1.7	-0.5	3.9	-3.5	2.4	0.1	-0.5	2.4	89.0
(19) Cc1oc2ccc(OC(=O)c3cccs3)cc2c1C(=O)OC(C)C
  -4.8	-1.5	-1.2	1.9	1.8	-21.3	0.3	-2.8	2.8	122.0
